Polio RdRp inh – inhibitors of poliovirus RNA polymerase binding and polymerization. hit rate 0.66% among 150,000. P03300. poliovirus polymerase elongation, fluorescence polarization; hits give low values. % elongation, % (compound at 16.7 µg/mL); in the data active = % elongation below about 90%; note: some results filed as inactive read as strong as hits
Target sequence (P03300 1749-2209 limits assumed): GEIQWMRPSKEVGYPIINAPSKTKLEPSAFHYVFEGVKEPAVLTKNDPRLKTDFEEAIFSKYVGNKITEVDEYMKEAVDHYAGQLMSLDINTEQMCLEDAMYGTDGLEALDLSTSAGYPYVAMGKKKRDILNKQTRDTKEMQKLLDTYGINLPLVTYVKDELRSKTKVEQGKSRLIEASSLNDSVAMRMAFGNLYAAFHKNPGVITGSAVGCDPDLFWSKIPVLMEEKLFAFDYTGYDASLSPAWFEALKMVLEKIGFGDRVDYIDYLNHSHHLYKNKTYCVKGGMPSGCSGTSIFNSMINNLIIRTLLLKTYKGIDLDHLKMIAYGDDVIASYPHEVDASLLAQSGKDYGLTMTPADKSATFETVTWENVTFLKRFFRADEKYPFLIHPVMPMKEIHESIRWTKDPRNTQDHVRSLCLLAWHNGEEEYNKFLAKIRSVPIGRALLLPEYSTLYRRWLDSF
Polio RdRp inh FP z-score – further read-out of Polio RdRp inh, marked with its call; z-score; measured here: FP z-score; hits read low
* marks the source's active call; other numbers are inactive results. The list is partial, so the mix of outcomes need not match the whole.

Results follow in this order: Polio RdRp inh, Polio RdRp inh FP z-score
- CCCCC(CC)C(=O)Nc1c2c(nc3c1CCC3)CCCC2 (stereo not given)
 : 101, 0
- O=C(O)c1c(-c2ccccc2)oc2ccc(OCc3ccc(Cl)c(Cl)c3)cc12
 : 106, 0.3
- Cc1ccccc1/C(N)=N\O
 : 102, 0.2
- Cc1cccc(N2C(=O)CC(Sc3ncn[nH]3)C2=O)c1 (stereo not given)
 : 97, -1.1
- COc1cc(CCC(=O)NCc2ccco2)on1
 : 100, -0.8
- CC(=O)NC(NC(C)=O)C(=O)c1ccccc1
 : 103, 0.4
- CCS(=O)(=O)c1ncc(Cl)c(C(=O)NCc2ccccc2)n1
 : 116, 0.1
- Cc1ccc(S(=O)(=O)Nc2cccc(C)c2)cc1
 : 104, 0.9
- CC(C)c1ccc(CNC(=O)CCc2ccccc2)cc1
 : 101, 0
- COC(=O)c1ccc2c(=O)n(CCCCCC(=O)NCCc3ccc(Cl)cc3)c(=O)[nH]c2c1
 : 103, -0.5
- Cc1nn(CCC(=O)Nc2ccccc2Br)c(=O)c2nn(-c3ccccc3)c(C)c12
 : 108, 0.9
- CCc1c(O)nc(SC(C)C(=O)Nc2cccc(Cl)c2)[nH]c1=O (stereo not given)
 : 100, 0
- COc1ccccc1S(=O)(=O)N(C)S(=O)(=O)c1cc(Cl)ccc1Cl
 : 101, -0.3
- CSc1nsc(SCC(=O)N2CCCc3ccccc32)n1
 : 103, 0.5
- NC(N)=N/N=C\c1c(Cl)cccc1Cl
 : 99, -0.4
- Cc1oc2c(cc(NS(=O)(=O)c3ccc(Cl)cc3)c3ccccc32)c1C(=O)OCc1ccccc1
 : 107, 0.9
- O=C(c1cncc(Br)c1)N1CCSc2ccccc21
 : 100, -0.3
- COC(=O)c1scc(-c2ccc(C)cc2)c1S(=O)(=O)Nc1cc(C)ccc1OC
 : 111, 1.4
- COc1ccc(C(=O)NCc2cc3ccccc3n2C)cc1
 : 101, -0.3
- CN1C(=O)c2cccc(NC(=O)CSc3ccc(F)cc3)c2C1=O
 : 108, 2
- O=C1COc2ccc(C(=O)COC(=O)c3ccc4c(c3)C(=O)N(Cc3ccco3)C4=O)cc2N1
 : 102, -0.2
- Cc1ccc2[nH]c(CSc3nnc(NC(=O)COc4ccc(F)cc4)s3)cc(=O)c2c1
 : 99, -1.5
- Cc1cccc(C2Nc3ccccc3C(=O)N2CCc2ccccc2)n1 (stereo not given)
 : 108, 0.5
- Cc1ccc(NC(=O)CSc2nncn3c2cc2sccc23)cc1F
 : 102, -0.9
- O=c1nc2scc(-c3ccccc3)n2c2ccccc12
 : 101, 0
- Cc1ccc(C(=O)NCCN(C)C)cc1NC1=NC2CS(=O)(=O)CC2S1 (stereo not given)
 : 99, -2.4
- CN1c2ccccc2Sc2ccccc21
 : 102, 0.3
- COc1ccc(OCC(=O)Nc2ccc(-c3nc4cc(C)cc(C)c4o3)cc2)cc1
 : 102, -0.3
- CSc1scc2c1-c1nn(C(=O)c3ccc(Cl)cc3)cc1CC2
 : 105, 0
- CN1C(=O)CSc2ccc(NC(=O)N3CCOCC3)cc21
 : 103, 0.1
- Cc1ccccc1-n1c(O)c(/C=N/c2nccs2)c(=O)[nH]c1=O
 : 99, -0.4
- CN1CCc2nc(SCc3cccc(Cl)c3)c(C#N)cc2C1
 : 100, -0.5
- COc1ccc(N2CC(NC(=O)C3CCCC3)CC2=O)cc1OC (stereo not given)
 : 107, 0
- CCn1c2ccccc2c2nn(C)c(=N)nc21
 : 102, 0.1
- O=C(COC(=O)C1CC1)Nc1cc(Cl)cc(Cl)c1
 : 103, 0.6
- CCN(CC)C(=O)CSC1=Nc2ccccc2C2=NC(Cc3c[nH]c4ccccc34)C(=O)N12 (stereo not given)
 : 100, -0.3
- CCc1ccc(-c2nc3cc(NC(=O)c4ccc(C)c(C)c4)ccc3o2)cc1
 : 108, 0.9
- CC(SC12CC3CC(CC(C3)C1)C2)C(=O)O (stereo not given)
 : 102, 0.1
- CCOC(=O)C1CCN(C(=O)c2cccc(Cl)c2)CC1
 : 105, 1.2
- Cc1cc(OC(C)C(=O)Nc2cccc(-c3nc4ccccc4o3)c2)cc(C)c1Cl (stereo not given)
 : 110, 0.3

Record cards, from the list above. Screens in order: Polio RdRp inh	Polio RdRp inh FP z-score
`Cc1ccc2[nH]c(CSc3nnc(NC(=O)COc4ccc(F)cc4)s3)cc(=O)c2c1` reads 99	-1.5
`CCOC(=O)C1CCN(C(=O)c2cccc(Cl)c2)CC1` reads 105	1.2

By substructure: the entries above containing an NH in an aromatic ring.
Results follow in this order: Polio RdRp inh, Polio RdRp inh FP z-score
- Cc1cccc(N2C(=O)CC(Sc3ncn[nH]3)C2=O)c1 (stereo not given)
 : 97, -1.1
- COC(=O)c1ccc2c(=O)n(CCCCCC(=O)NCCc3ccc(Cl)cc3)c(=O)[nH]c2c1
 : 103, -0.5
- CCc1c(O)nc(SC(C)C(=O)Nc2cccc(Cl)c2)[nH]c1=O (stereo not given)
 : 100, 0
- Cc1ccc2[nH]c(CSc3nnc(NC(=O)COc4ccc(F)cc4)s3)cc(=O)c2c1
 : 99, -1.5
- Cc1ccccc1-n1c(O)c(/C=N/c2nccs2)c(=O)[nH]c1=O
 : 99, -0.4
- CCN(CC)C(=O)CSC1=Nc2ccccc2C2=NC(Cc3c[nH]c4ccccc34)C(=O)N12 (stereo not given)
 : 100, -0.3

Carrying on.
Results follow in this order: Polio RdRp inh, Polio RdRp inh FP z-score
- O=C(Cc1ccccc1)NCc1ccc(-n2cccc2)cc1
 : 106, 1.8
- N#Cc1ccc(C(=O)N2CCN(c3nc4ccc(F)cc4s3)CC2)cc1
 : 108, 0.4
- Cc1nn(-c2ccccc2)c(C)c1Sc1n[nH]c(=O)[nH]c1=O
 : 100, -0.4
- Nc1nc2c(c(Nc3ccccc3)n1)C(=O)CCC2
 : 107, 2.2
- O=C(CCc1nc2ccccc2c(=O)[nH]1)NC1CCCCC1
 : 97, -0.2
- Nc1c(N2CCOCC2)c2ccccc2oc1=O
 : 103, 0.3
- COc1ccc(S(N)(=O)=O)cc1C(=O)OC1CCCCC1=O (stereo not given)
 : 97, -0.5
- COc1ccc(-c2cc(C(=O)Oc3ccc(C)cc3)c3cc(C)ccc3n2)cc1
 : 107, 0.5
- O=C(N[C@H](CO)[C@@H](O)c1ccc([N+](=O)[O-])cc1)C(Cl)Cl
 : 101, 0.4
- Cc1oc(-c2ccccc2)cc1C(=O)NC1CCN(Cc2ccccc2)CC1
 : 102, 0.2
- Cc1ccc(C)c(NC(=O)C2CCCN(S(=O)(=O)c3ccc4[nH]c(=O)ccc4c3)C2)c1 (stereo not given)
 : 115, 0
- CCSc1cc(C)[nH]c(=O)n1
 : 102, -0.2
- Cc1ccc(C)n1-c1cccc(C(=O)O)c1
 : 34*, -6.6*
- C/C(=N/Nc1cccc2cccnc12)C(=O)O
 : 103, 0.5
- CS/C(N)=N/S(=O)(=O)c1ccc(C)cc1
 : 100, -0.2
- CC(NC(=O)OC(C)(C)C)c1nnc(SCC(=O)N(C)C)o1 (stereo not given)
 : 105, 1.3
- Cc1ccc(Cl)cc1NS(=O)(=O)c1cc2c3c(c1)CC(=O)N3CCC2
 : 98, -2.1
- CCCc1[nH]n(-c2ccccc2)c(=O)c1C(C)=NCc1ccc(S(N)(=O)=O)cc1
 : 105, 0.9
- CCOC(=O)c1[nH]c2ccc(OC)cc2c1NC(=S)N1CCCC1
 : 100, -0.1
- Cc1oc(-c2cccc(Cl)c2)nc1CN1CCCC(C(=O)NCc2ccc(Cl)cc2)C1 (stereo not given)
 : 104, -0.2
- O=C(c1ccc2c(c1)N(Cc1ccc(Cl)cc1)C(=O)c1ccccc1S2(=O)=O)N1CCC(Cc2ccccc2)CC1
 : 109, 0.4
- CCOc1ccc(-c2cn(C(=O)Nc3ccccc3)nc2N)cc1
 : 103, 0.5
- CN(Cc1ccc(OC(F)F)cc1)C(=O)Cn1cnc2ccccc2c1=O
 : 106, 0.5
- Clc1nc(Cl)nc(NCCC2=CCCCC2)n1
 : 78*, -4.2*
- CCN=C(Nc1cc(-c2ccccc2)[nH]n1)SC
 : 103, -0.1
- CCOc1cc2[nH]c(=O)n(CCCCC(=O)N3CCN(c4ccccc4OC)CC3)c(=O)c2cc1OCC
 : 106, -0.2
- C[N+](C)(C)CCN1C(=O)CSC1=O
 : 102, 0.3
- CC1(C)COC(c2ccc(C(C)(C)C)cc2)=N1
 : 104, 0.3
- Cc1nn(-c2nc3ccccc3[nH]2)c(N)c1N=Nc1ccc(S(N)(=O)=O)cc1
 : 102, 0
- N#CC1(C#N)C(C#N)(C#N)C12CCCCC2
 : 99, -0.5
- CC(C)CNC(=O)c1cc(-c2ccccc2O)no1
 : 105, 0.8
- O=C(OCc1ccc(Br)cc1)C1CCCCN1S(=O)(=O)c1ccc(F)cc1 (stereo not given)
 : 102, 0
- Cc1ccc(C(CC(=O)N2CCC(C)CC2)N2Cc3ccccc3C2=O)cc1 (stereo not given)
 : 103, 0.2
- Cn1c(-c2sc(=S)n(-c3ccccc3)c2N)nc2ccccc21
 : 104, 0.4
- CCCc1c(C(=O)N(Cc2ccccc2)Cc2cccs2)cnn1-c1ccccc1
 : 104, 0.2
- Cc1ccc2nc(-c3ccc(Cl)s3)c(Nc3ccc4c(c3)OCCO4)n2c1
 : 109, 0.2
- O=C(CCc1ccccc1)Nc1ccc(C(=O)OC2CCCCC2)cc1
 : 104, 0.2
- COc1ccc(C2=NN(CC(=O)NCc3ccccc3Cl)C(=O)CC2)cc1
 : 100, -1
- Cc1ccccc1CN1C(=O)c2ccccc2Sc2ccc(C(=O)NC3CCCC3)cc21
 : 111, 0.2
- CC1(C)CC(=O)C2=C(C1)NCN(CCCN1CCOCC1)C2
 : 101, -0.2

Four entries drawn at random from those above:
Results follow in this order: Polio RdRp inh, Polio RdRp inh FP z-score
- COc1ccc(C2=NN(CC(=O)NCc3ccccc3Cl)C(=O)CC2)cc1
 : 100, -1
- Clc1nc(Cl)nc(NCCC2=CCCCC2)n1
 : 78*, -4.2*
- CCOc1ccc(-c2cn(C(=O)Nc3ccccc3)nc2N)cc1
 : 103, 0.5
- Cn1c(-c2sc(=S)n(-c3ccccc3)c2N)nc2ccccc21
 : 104, 0.4

Additional compounds follow:
Results follow in this order: Polio RdRp inh, Polio RdRp inh FP z-score
- O=c1cc(NCc2ccccc2)n(-c2ccccc2)c(=O)n1-c1ccccc1
 : 110, 1.1
- CN(c1ccc(F)cc1)S(=O)(=O)N1CCCC(C(=O)N2CCN(c3ncccn3)CC2)C1 (stereo not given)
 : 102, 0.1
- CCN1C(=O)C2(c3ccccc31)c1c(oc3ccc(F)cc3c1=O)C(=O)N2CCCOC (stereo not given)
 : 109, 0.5
- c1ccc2c(NC3CC3)nc(N3CCCC3)nc2c1
 : 99, -1.2
- CCCCn1c(=O)[nH]c(=O)c2c1nc(-c1ccc(-c3ccc(Cl)cc3)o1)n2C
 : 87, -2.5
- Cc1cc(C(=O)Nc2ccccc2)c(C)o1
 : 99, -0.9
- COc1ccc(NC(=O)CSc2nc3c([nH]c4ccccc43)c(=O)n2C)cc1
 : 109, 0.6
- CCOc1ccccc1NC(=O)CN(C)S(=O)(=O)c1ccc2nc(C)sc2c1
 : 108, 0.2
- CC(=O)Oc1ccccc1C(=O)N1CCN(c2cccc(Cl)c2)CC1
 : 104, 0.1
- Cc1nc2nc(SCC(=O)NCc3ccccc3)nn2c(C)c1Cc1ccccc1
 : 118, 1.8
- c1ccc(CSc2ncnc3c2oc2ccccc23)cc1
 : 106, 0.3
- CCN(CC)C(=O)C1CCN(c2cc(C)nc3c(-c4ccc(OC)c(OC)c4)c(C)nn23)CC1
 : 106, 0.3
- O=C(OCc1cn(-c2ccccc2)nc1-c1ccccc1)c1ccco1
 : 104, 0.2
- O=C(O)c1ccc(C23CC4CC(CC(C4)C2)C3)o1
 : 99, -1.2
- CN(C)S(=O)(=O)c1ccc(C(=O)NC2=N/C(=C(/C#N)C(=O)N3CCCCC3)c3ccccc32)cc1
 : 100, 0
- CCCCCn1nnc2c(=O)oc3ccccc3c21
 : 101, -0.1
- CCC(N)C(=O)c1ccc(Cl)cc1 (stereo not given)
 : 101, -0.1
- CC(C)(C)c1ccc(C2=NC(C)(C)N(CC(=O)Nc3ccc(F)c(F)c3)C2=O)cc1
 : 111, 0.8
- CCCCc1c(C)[nH]c2ccccc2c1=O
 : 100, -0.2
- CCCNC(=O)C1CCN(c2nn3c(=O)cc(C)nc3s2)CC1
 : 106, 1.7
- CN(C(=O)COC(=O)c1nccnc1N)c1ccccc1
 : 101, -0.3
- CNC(=O)NC(=O)COc1ccc(Oc2ccccc2)cc1
 : 106, 0.5
- CCN(CC)C(=O)c1sc(NC(=O)c2nc3ncccn3n2)c(C(=O)OC)c1C
 : 100, -0.4
- CS(=O)(=O)Nc1cccc(C(=O)OCC(=O)c2cccs2)c1
 : 104, 0.1
- Cc1ccc(C)c(NC(=O)Cn2cc(S(=O)(=O)NC(C)C)c(S(=O)(=O)NC(C)C)c2)c1
 : 114, 1.2
- COc1ccc(-n2c(=O)c3ccccc3n(CC(=O)Nc3ccccc3OC)c2=O)cc1
 : 109, 0.9
- CCS(=O)(=O)N1CCc2cc(C(=O)Nc3cccc(NC(C)=O)c3)ccc21
 : 106, -0.4
- CC1CC(C)CN(c2nc(Nc3ccccc3)c3cnn(C)c3n2)C1 (stereo not given)
 : 102, -0.1
- O=C(Nc1ccc(C(=O)OCc2cc(=O)n3ccsc3n2)cc1)c1cccc(F)c1
 : 109, 0.6
- Cc1ccc2c(c1)N(CCC(=O)NCc1ccccc1)C(=O)CO2
 : 101, -0.1
- CCCn1c(C(O)c2ccc3c(c2)OCO3)nc2ccccc21 (stereo not given)
 : 99, -0.3
- CCc1ccc2nc(N3CCCCC3)c(C#N)cc2c1
 : 102, 0.1
- COc1ccccc1C1CCN(Cc2cccc3ccccc23)CC1
 : 104, 0.1
- COc1ccc(C(CNC(=O)Cc2ccc(Cl)cc2)N2CCOCC2)cc1 (stereo not given)
 : 108, 0.5
- CCCCN(C)C(=O)c1cn(CC(C)C)c(=O)c2cc(OC)c(OC)cc12
 : 100, 0
- COc1ccc(NC(c2nnc(-c3ccccc3)o2)c2ccccc2F)cc1Cl (stereo not given)
 : 109, 1.1

Screening data from PubChem.
